MPTP block – permeability transition pore inhibition; 360,000 tested, 1.4% active; isolated mouse mitochondria, Ca2+ swelling absorbance, 30 min; AID 602449; inhibition, % at 10 µM;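 active = inhibition of 50% or more, scaled per plate between neutral and stimulator controls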;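 note: 0% = DMSO wells given calcium and 100% = 1 mM EGTA wells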
APJ agonist – agonists of human APJ apelin receptor | 330,000 tested, 0.11% active | activation, % at 20 µM | CHO-K1 APJ PathHunter beta-arrestin, luminescence; 0% DMSO wells, 100% apelin;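 active = activation more than six SD over the plate average, tested at 20 µM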;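 note: 0% = DMSO alone and 100% = apelin-13 at 10 nM; some results filed as inactive read as strong as hits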
Target sequence (P35414 whole entry, looked up): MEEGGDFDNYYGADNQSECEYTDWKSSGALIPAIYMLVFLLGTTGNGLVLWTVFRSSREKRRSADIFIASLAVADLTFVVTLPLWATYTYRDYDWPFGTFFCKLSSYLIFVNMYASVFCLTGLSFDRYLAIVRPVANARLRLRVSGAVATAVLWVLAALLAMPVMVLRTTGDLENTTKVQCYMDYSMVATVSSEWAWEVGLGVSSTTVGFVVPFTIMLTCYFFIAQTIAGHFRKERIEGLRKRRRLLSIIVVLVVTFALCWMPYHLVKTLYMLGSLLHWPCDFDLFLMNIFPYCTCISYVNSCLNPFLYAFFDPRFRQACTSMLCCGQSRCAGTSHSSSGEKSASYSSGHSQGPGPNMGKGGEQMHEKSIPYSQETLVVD
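assay system = CHO-K1 APJ beta-arrestin complementation cell line | input = cell density 1000 per well | dosing = compound 20 µM once, DMSO 1% | timing = compound 90 min 25 °C, reagent 1 h | measured by = luminescence from split beta-galactosidase complementation, Galacton Star/Emerald II substrate | read-out basis = APJ agonist activity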
TIM10 inh – growth inhibitors of TIM10 yeast strain. S. cerevisiae TIM10 strain growth, BacTiter-Glo luminescence, 24 h. inhibition, % at 10 µM. 330,000 tested, 1.4% active;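 active = inhibition of 40% or more at the single tested concentration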;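 note: wild-type TIM10 isogenic control strain grown at permissive 25 °C; 0% = DMSO yeast wells and 100% = minimal medium wells without yeast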
NR3A LBD binder – modulates the human NR3A ligand-binding domain; NR3A LBD differential scanning fluorimetry, Tm shift; 0% = protein alone, 100% = glycine-bound protein; Tm shift relative to glycine control, % at 25 µM; 340,000 tested, 2.5% active; AID 1259313;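 active = melting temperature shift of at least 10% of the positive control shift, at one fixed dose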
NLRP3 yeast inh – inhibitors of NALP3 inflammasome in yeast; AID 2825; Yeast reconstituted NLRP3/ASC/caspase-1, beta-gal luminescence, 24 h; 330,000 tested, 0.39% active; inhibition, % at 10 µM;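 active = inhibition of 50% or more; inactive = inhibition below 50%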;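 note: plate controls were induced DMSO wells for no effect and uninduced yeast grown without galactose for full effect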
APJ antag – APJ receptor antagonism | AID 2521 | CHO-K1 APJ beta-arrestin complementation, luminescence | inhibition, % at 20 µM | 330,000 tested, 0.32% active;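 active = inhibition above about 40% at 20 µM, limit read from the data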;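 note: cells challenged with 10 nM apelin-13 agonist together with compound; plate controls were apelin-13 plus DMSO wells for no effect and DMSO wells lacking apelin-13 for full effect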
tim10-1 inh – tim10-1 yeast growth inhibition | S. cerevisiae tim10-1 ts strain growth, BacTiter-Glo, 24 h | inhibition, % at 20 µM | 330,000 tested, 2.2% active;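 active = inhibition of at least 40%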;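 note: mutant grown at 25 °C; 0% = DMSO wells with yeast and 100% = wells holding no yeast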
tim23-1 inh – growth inhibitors of tim23-1 mutant yeast; AID 463212; inhibition, % at 20 µM; S. cerevisiae tim23-1 growth, BacTiter-Glo luminescence, 24 h; 330,000 tested, 1.3% active;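 active = growth inhibition of the mutant yeast at or above 50%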;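 note: temperature-sensitive mutant grown at 25 °C; plate controls were DMSO-treated mutant yeast for no effect and medium wells lacking yeast for full effect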
MIN6 prolif – induces beta-cell replication in MIN6 cells. MIN6 cells proliferation, ATPlite luminescence, 48 h; cells starved in 0.2% serum; 100% = growth in 10% serum. proliferation, % at 10 µM. 330,000 tested, 0.29% active;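 active = compounds whose signal lies at least 3.5 SD above the mean of all wells on their plate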;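 note: 0% = DMSO-treated cells in low-serum medium and 100% = 10% serum control; some compounds called inactive have numbers as strong as hits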
Starred values were filed as active, the others as inactive; . = not tested or not shown.

Under each structure – MPTP block	APJ agonist	TIM10 inh	NR3A LBD binder	NLRP3 yeast inh	APJ antag	tim10-1 inh	tim23-1 inh	MIN6 prolif
O=C(NC1CCCCNC1=O)c1ccc(Cl)cc1 (stereo not given)
    -1.0	-2	0	-1	2	12	-4	3	1
COc1ccccc1-n1cnc2cc(C(=O)NCc3ccco3)ccc21
    2.0	-5	-4	-5	0	-7	16	21	-1
O=C(NC(=S)Nc1ccc(S(=O)(=O)Nc2nccs2)cc1)c1cccc(F)c1
    -0.4	1	-11	2	2	7	-19	3	0
COc1ccccc1CCNC(=O)CSc1nnc2ccc(-c3cccnc3)nn12
    1.0	0	-3	-1	-3	20	5	2	0
O=C(NNc1cccc([N+](=O)[O-])c1)/C(=C\c1cccnc1)NC(=O)c1ccccc1
    2.1	-5	-19	0	26	6	-34	2	1
CN(C(=O)NC1CC(=O)N(c2ccc3c(c2)OCCO3)C1)c1ccccc1 (stereo not given)
    -0.2	-4	-9	2	2	-35	-9	-2	-3
O=C(Nc1cccc(O)c1)C1CC(c2ccc(Cl)cc2)=NO1 (stereo not given)
    -0.1	-5	2	0	6	6	-17	12	-1
CCN(CCO)c1ncnc2c1sc1nc(C(C)C)c3c(c12)CC(C)(C)OC3
    3.7	2	15	-2	-1	-15	20	8	4
CCn1cc(C(=O)O)c(=O)c2cc(F)c(N3CCN(C(=S)NC(=O)c4ccccc4Cl)CC3)cc21
    4.8	-3	-3	-3	12	14	2	-18	-2
NNC(=O)C1CC1c1ccc(Cl)cc1 (stereo not given)
    -1.1	-2	0	-1	3	-2	6	8	0
COc1ccc([N+](=O)[O-])cc1NC(=O)CCN1CCN(c2ccccc2)CC1
    2.1	-1	-30	3	17	19	-11	-6	-1
Cc1cc(C)c(OCC(=O)NCC(C)(C)N2CCOCC2)c(C)c1
    0.0	-2	12	-1	26	2	0	-9	4
O=C(CC1CCCCC1)c1c(O)c2ccccc2oc1=O
    -0.5	-2	-19	-7	10	1	-4	9	-5
O=C1c2ccccc2C(=O)N1OCc1c(F)cccc1Cl
    0.4	0	10	0	21	12	19	17	0
CCCC1=NN(C(=O)Cc2ccc(OC)cc2)C(O)(C(F)(F)F)C1 (stereo not given)
    2.3	0	13	1	3	-15	11	15	0
CN1CCN(Cc2cc(=O)oc3cc4c(cc23)CCC4)CC1
    1.7	-9	-3	2	11	15	-2	3	0
O=C(c1ccccc1NS(=O)(=O)c1ccccc1)N1CCCCCC1
    -0.7	-3	24	-2	10	15	19	38	-1
CCOc1cc(/C=N/NC(=O)c2cccnc2)ccc1OCC(=O)N(C)C
    -1.9	-2	13	-1	16	6	11	3	5
O=C(NC1CCN(Cc2ccccc2)CC1)c1ccc(N2CC3CC(C2)c2cccc(=O)n2C3)c([N+](=O)[O-])c1 (stereo not given)
    0.7	2	-22	0	6	6	7	9	3
Cc1cccc(NC(=O)c2nc(S(=O)(=O)Cc3ccccc3)ncc2Cl)c1
    -3.6	12	25	2	41	21	24	76*	-7
CCOc1ccc(/C=C2\SC(=S)N(Nc3ccccc3)C2=O)cc1OC
    -0.5	-2	15	-2	21	0	15	6	0
COc1ccc(OCC(=O)NNC(=S)NC(=O)C2CC2)cc1
    0.8	-8	5	0	18	12	9	-21	0
COc1ccccc1NS(=O)(=O)c1cccc(C(=O)NCC(c2ccccc2OC)N2CCCC2)c1 (stereo not given)
    -2.9	-5	-8	-2	19	7	-6	-25	-2
COc1ccc(Cl)cc1NC(=S)NCCC(c1ccccc1)c1ccccc1
    67*	-2	24	18*	21	-30	15	28	-6
Cc1cccc(NS(=O)(=O)c2ccc(-c3ccc(=O)[nH]n3)o2)c1
    -0.7	15	2	-1	-4	-9	-3	8	-2
CC1CN(C(=O)c2cccc(S(=O)(=O)NCc3ccccc3)c2)CC(C)O1 (stereo not given)
    -2.0	-3	-13	-1	7	-14	-20	-49	2
CC(C)Oc1ccc(S(=O)(=O)N2CCOCC2)cc1NC(=O)C1CCC1
    -1.2	-2	3	2	11	19	11	3	1
COc1ccc(/C=C/C(=O)N2CCC(C(N)=O)CC2)cc1S(=O)(=O)N1CCOCC1
    0.8	-2	-10	-1	-16	4	2	20	2
CC(C)c1ccc(NC(=O)c2cc3c(=O)n(C)c4ccccc4c3n2C)cc1
    0.1	10	7	2	9	-22	19	19	-4
C[C@@H](C(=O)CC(=O)OC(C)(C)C)[C@@H](O)c1c(F)cccc1Cl
    0.0	-1	22	-1	7	7	31	24	-5
C=CCN1CCN(C(=O)CCCc2ccccc2)CC1
    0.0	0	-1	0	14	4	-21	2	-4
Cc1cc(C)cc(CSCC(=O)N/N=C/c2ccc(OCC(=O)NCc3ccco3)cc2)c1
    -0.3	-2	21	-2	19	0	28	10	-4
O=C(Nc1nccs1)c1ccc(Br)cc1
    -1.0	2	-10	-3	36	11	-21	56*	-2
O=C(Nc1ccc(O)c(-c2nc3ccccc3o2)c1)C1(c2ccc(Cl)cc2)CCCC1
    7.9	0	11	4	3	-13	19	17	-5
O=C(Nc1cc([N+](=O)[O-])ccc1F)C1CC1
    -1.7	2	6	-1	15	8	21	19	0
NCCNc1cc(N2CCCC2)ccc1[N+](=O)[O-]
    1.3	-4	0	-3	12	0	10	3	-1
Cc1ccc(NC(=O)Cc2nnc(SCC(=O)NC3CCCC3)n2C)cc1C
    -2.0	0	8	-3	30	25	-23	13	-2
CN(C)CCCN1C(=O)c2cccc3c(Br)ccc(c23)C1=O
    0.2	-2	28	0	3	15	38	62*	-5
COc1ccc(C(=O)Nc2cccc(C(=O)NCc3ccco3)c2)cc1
    -1.9	-2	4	3	8	-1	5	9	-3
CN(C)/C=C/c1c([N+](=O)[O-])c2ccc(O)cc2n1-c1ccccc1
    8.7	2	7	-7	-9	23	-16	33	1
COc1ccc(S(=O)(=O)Nc2nc3c(s2)C(=O)CC(C)(C)C3)cc1
    0.4	-2	-12	2	12	-3	-13	8	1
O=[N+]([O-])c1ccc(-n2cc(-c3ccccc3)nn2)cc1
    0.6	-1	5	-1	1	-18	8	15	0
Cc1cc2c(c(=O)n1Cc1cccnc1)C(c1cccs1)C(C#N)=C(N)O2 (stereo not given)
    -0.2	5	11	-5	-7	13	16	11	-1
COc1ccc(/C=C/C(=O)NCC(=O)N/N=C(/CCC(=O)O)c2ccccc2)cc1
    0.8	-8	-1	0	-1	-9	-2	16	1
CC1CCCCN1Cc1c(O)ccc2c(=O)c(-c3nc4ccccc4s3)c(N)oc12 (stereo not given)
    -0.9	-1	42*	-6	22	-24	22	46	-6
CC(=O)c1ccc(N2CCN(CC(=O)NCc3ccccc3)CC2)cc1
    0.2	-4	10	0	0	23	10	22	0
Cc1nc(NC(=O)c2ccccc2)nc2cc3c(cc12)OCO3
    0.3	-4	-2	0	7	8	5	11	0
O=C(CCC(=O)N1CCN(c2ccc(O)cc2)CC1)c1cccs1
    1.3	4	-19	2	4	-15	-6	-32	-5
COC(=O)c1ccc(COc2ccccc2OC)o1
    0.2	-4	1	2	22	8	-5	3	0
COc1ccccc1OCC(=O)Nc1cc(NC(=O)COc2ccccc2OC)cc(C(=O)O)c1
    -0.3	-2	-4	1	4	8	8	10	0
COCCNC(=O)c1cn(C)c2ccc(S(=O)(=O)N3CCCCC3)cc2c1=O
    0.5	-1	-3	-1	15	20	17	15	-3
O=C1c2ccccc2C(Nc2ccc3c(c2)OCCO3)N1c1ccc(Cl)cn1 (stereo not given)
    1.4	-4	32	0	32	24	34	39	-2
CCCC(=O)C1=C(O)C(C(=O)OC)C(C)(C)CC1=Nc1cccc([N+](=O)[O-])c1 (stereo not given)
    0.5	0	-2	-3	19	11	20	26	2
CC(C)c1ccc(S(=O)(=O)N2CCN(C(=O)Cc3ccsc3)CC2)cc1
    -1.8	13	13	-3	15	-13	43*	27	2
Cc1ccc(-c2cc(=O)[nH][nH]2)c(C)c1
    -1.1	0	30	1	-17	18	44*	25	2
Cc1ccc(S(=O)(=O)N2CCC(C(=O)NCc3ccccc3CN3CCCC3)CC2)cc1
    -0.6	-4	-5	0	14	-1	7	0	1
CCN(CC(=O)NCc1cccs1)C(=O)c1ccc(S(=O)(=O)Nc2ccccc2F)cc1
    -0.5	3	-6	1	9	3	1	5	-1
Cc1csc(C(C#N)C(=O)c2ccc(S(=O)(=O)N3CCCC3)cc2)n1 (stereo not given)
    2.6	-5	6	-33	19	8	1	-2	-1
CCOC(=O)c1c(NC(=O)COC(=O)c2cnccn2)sc(C(=O)NC)c1C
    -0.9	-7	0	-3	6	11	-6	-3	0
COc1cc(CN2CCCC(N3CCN(c4ccccc4C)CC3)C2)ccc1O (stereo not given)
    1.1	-1	-7	0	14	-26	-2	-2	-3

Later entries.
Under each structure – MPTP block	APJ agonist	TIM10 inh	NR3A LBD binder	NLRP3 yeast inh	APJ antag	tim10-1 inh	tim23-1 inh	MIN6 prolif
CCN(C(=O)c1ccncc1)c1c(N)n(Cc2ccccc2)c(=O)[nH]c1=O
    -0.7	-5	-5	4	-3	-1	3	10	1
Cc1cc(C)cc(NC(=O)COC(=O)CC2CCCC2)c1
    0.5	-4	12	-1	11	3	2	24	-2
COc1ccc2[nH]c3c(=O)n(/N=C/c4ccc(OC)c(CN5CCCC5)c4)c(C)nc3c2c1
    1.5	-2	5	0	-1	6	22	14	-6
Cc1cc([N+](=O)[O-])ccc1NC(=O)c1csc(C)c1C
    -1.4	-2	10	-1	23	8	-3	10	-2
COc1ccccc1C(=O)NC(C)c1cccc2ccccc12 (stereo not given)
    3.6	-1	-17	2	17	-1	18	25	0
Cc1ccccc1OCCC(=O)OCC(=O)NC1CC1
    1.9	-6	0	0	4	-1	-6	-14	1
COc1ccc(N/C(=C(/C(Cl)=C(Cl)Cl)[N+](=O)[O-])n2nnc3ccccc32)cc1
    .	4	16	.	-1	7	16	22	-3
C#CCOCCOCCOCCNc1nc(N2CCN(C(=O)[C@H](CCCCN)n3cc(C(N)CO)nn3)CC2)nc(N2CCN(C(=O)[C@H](CCC(=O)O)n3cc(C(N)Cc4ccc(O)cc4)nn3)CC2)n1 (stereo not given in full)
    .	-1	-10	.	2	-39	-20	-8	2
COc1ccc(CCNC(=O)CN(C)S(=O)(=O)c2ccc(OC)cc2)cc1
    -0.9	-2	17	3	6	7	32	42	-3
CCOc1cc(NC(=O)c2cccs2)c(OCC)cc1NC(=O)c1ccccn1
    1.2	-1	3	0	-11	-7	3	-3	2
N#CCN(CC#N)C(=O)C1c2ccccc2Oc2ccccc21
    -0.5	-2	3	0	19	9	2	5	-2
Cc1occc1C(=O)N(Cc1nc(-c2ccccc2)no1)C(C)C
    0.1	1	-7	-1	7	0	23	20	0
CCOC(=O)NC(c1ccc(C(C)C)cc1)C(Cl)(Cl)Cl (stereo not given)
    4.5	-3	-59	1	3	2	-39	6	0
COc1ccc(CCNC(=O)COc2cccc3c2OC(C)(C)C3)cc1OC
    -0.5	-3	-6	1	2	-5	8	12	0

NR3A LBD binder, hit marks shown above.
mol,MPTP block,APJ agonist,NR3A LBD binder,NLRP3 yeast inh,APJ antag
COc1ccc(Cl)cc1NC(=S)NCCC(c1ccccc1)c1ccccc1,67*,-2,18*,21,-30

Screening results as filed in PubChem BioAssay.

An unsorted share of the library; overall some 7.2% were active at least once.
